Assay outcomes as filed in PubChem BioAssay.
PrPC surface inh: cell surface PrPC inhibition, primary TR-FRET screen. P04156. TR-FRET read-out. inhibition, % at 13.8 µM. hit rate 0.43% among 370,000. AID 720596; in the data active = inhibition above about 24%; note: 0% = median of the test wells and 100% = reference compound wells
3CLpro inhibitor: SARS-CoV 3CLpro protease inhibition | recombinant SARS-CoV 3CLpro, quenched FRET peptide cleavage | hit rate 0.14% among 290,000 | P0C6X7 | inhibition, % at 6 µM; in the data active = inhibition above about 12%
Y pestis TopoI: Y. pestis Topo-I inhibition via cleavage products; Y. pestis Topo-I cleavage product accumulation, plate reader; activity, % at 10 µM; hit rate 0.064% among 360,000; AID 504884; in the data active = activity above about 50%, passing the limit was not always enough; note: inactives centre near 2
BH1578 lux ind: quorum light induction in luxS cqsA deficient V. cholerae. V. cholerae BH1578 lux reporter, luminescence, 6 h. activation, % at 18.7 µM. hit rate 0.16% among 350,000; in the data active = activation mostly above about 9.7%, no sharp cut-off; note: not every result past the cut was called active; inactives centre near 0; reference of the scale not given here
MazF activator: activators of E. coli MazEF toxin-antitoxin RNase | P0AE70 | FAM/BHQ RNA-DNA oligo cleavage fluorescence, 5 h | activation, % at 20 µM | hit rate 0.32% among 350,000 | AID 504720; in the data active = activation above about 50%
Target sequence (P0AE70 whole entry, looked up): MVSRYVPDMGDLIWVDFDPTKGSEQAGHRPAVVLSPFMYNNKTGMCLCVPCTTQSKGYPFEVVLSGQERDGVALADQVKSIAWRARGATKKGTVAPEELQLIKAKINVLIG
CCHF vOTU inh: CCHFV vOTU protease inhibition; inhibition, % at 11.5 µM; hit rate 0.55% among 370,000; Pep-AMC fluorescence; in the data active = inhibition above about 30%; note: 0% = vehicle wells with enzyme and 100% = no enzyme wells
VHR inh abs: blocks human VHR1 dual specificity phosphatase | recombinant VHR phosphatase, pNPP absorbance | hit rate 0.52% among 290,000 | AID 1654 | P51452 | inhibition, % at 13.3 µM; in the data active = inhibition above about 50%; note: some compounds called inactive have numbers as strong as hits
Target sequence (P51452 whole entry, looked up): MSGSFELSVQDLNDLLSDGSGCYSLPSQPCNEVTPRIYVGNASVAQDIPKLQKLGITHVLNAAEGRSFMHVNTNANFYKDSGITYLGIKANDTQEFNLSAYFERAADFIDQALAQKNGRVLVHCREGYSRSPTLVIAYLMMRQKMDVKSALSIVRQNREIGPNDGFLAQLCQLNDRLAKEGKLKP
Rv3671c inh: Rv3671c (M. tuberculosis) protease inhibition; P9WHR9; inhibition, % at 5.96 µM; hit rate 0.048% among 320,000; AID 2606; in the data active = inhibition above about 38%;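 note: extracellular domain of Rv3671c used as enzyme; 0% = enzyme with DMSO and 100% = no enzyme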
Target sequence (P9WHR9 whole entry, looked up, the tested form may be a part): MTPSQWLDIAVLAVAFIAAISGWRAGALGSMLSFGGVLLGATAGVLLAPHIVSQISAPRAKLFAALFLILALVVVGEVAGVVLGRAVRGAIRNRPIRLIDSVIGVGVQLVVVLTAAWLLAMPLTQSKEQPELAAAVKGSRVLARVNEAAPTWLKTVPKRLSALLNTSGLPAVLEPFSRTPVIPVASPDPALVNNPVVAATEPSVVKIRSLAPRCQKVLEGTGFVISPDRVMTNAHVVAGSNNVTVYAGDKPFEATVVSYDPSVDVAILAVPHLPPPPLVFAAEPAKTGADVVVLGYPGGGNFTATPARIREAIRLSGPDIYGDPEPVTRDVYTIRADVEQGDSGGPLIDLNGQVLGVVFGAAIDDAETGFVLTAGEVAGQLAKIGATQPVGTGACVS
TcdB inh: TcdB glycohydrolase inhibition; P18177; TcdB glycohydrolase enzymatic assay, plate reader; inhibition, % at 9.99 µM; hit rate 0.24% among 350,000; AID 652162; in the data active = inhibition above about 10%
SSB-PriA inh: inhibitors of Klebsiella pneumoniae PriA binding to SSB C-terminal tail | AlphaScreen SSBct-PriA binding, biotinylated peptide | inhibition, % at 33 µM | hit rate 0.6% among 430,000 | AID 1272365; in the data active = inhibition mostly above about 37%, no sharp cut-off; inactive = mostly below about 20%;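 note: plate controls were negative control peptide for no effect and reference peptide for full effect; strong numbers were not always called active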
An asterisk follows results filed as active; i = inactive; / = no result given. The list is partial; the hit share may differ from the screen's.

SMILES	PrPC surface inh	3CLpro inhibitor	Y pestis TopoI	BH1578 lux ind	MazF activator	CCHF vOTU inh	VHR inh abs	Rv3671c inh	TcdB inh	SSB-PriA inh
Cc1cccc(NC(=S)NC(=O)/C=C/c2ccco2)n1	-5	-3	-3	i	6	19	20	2	/	4
N#CCc1nn2c(-c3ccccc3)ccnc2c1C#N	-8	5	0	0.5	-11	-91	24	-8	0.6	-14
Cn1nc(C(=O)Nc2cccc(S(=O)(=O)N3CCOCC3)c2)c2ccccc2c1=O	-6	/	17	-2.1	4	6	/	-1	3.7	-2
Cc1nnc2c(NC3CCCC3)nc3ccccc3n12	10	-5	9	-0.8	1	5	9	10	1.1	-4
COc1ccccc1C(=O)NCC(=O)NC1CCCc2ccccc21 (configuration not stated)	2	5	0	i	1	-1	8	0	0.7	0
CCOC(=O)C1CCCN(CCC(=O)Nc2cccc(C)c2)C1 (configuration not stated)	1	8	-4	i	-21	-1	-4	3	0.6	-7
COc1ccccc1C(=O)N=Nc1c(O)[nH]c2ccc([N+](=O)[O-])cc12	4	-1	2	-0.3	21	12	-1	/	1.5	-2
C=CCn1c(SCC(=O)c2ccccc2)nnc1-c1cc2ccccc2o1	-2	6	41	-0.4	-6	2	9	-6	/	3
CC1CCN(C(=O)c2ccc(NS(=O)(=O)c3ccccc3)cc2)CC1	3	-3	8	-0.5	3	-5	23	-9	0.5	-7
CCOC(=O)c1c(N)sc2c1CCC1C(=O)N(C3CCCCC3)C(=O)C21 (configuration not stated)	3	2	7	i	-15	18	2	-4	/	-15
Cc1ccsc1/C=N/n1c(COc2ccccc2)n[nH]c1=S	-1	1	-2	i	-6	-8	16	5	/	/
O=c1[nH]c(CSc2ncc(-c3ccc(F)cc3)n2Cc2ccco2)nc2ccccc12	6	4	26	-0.3	-6	0	26	-3	/	36
O=C(CCC1CCCN(c2ncccn2)C1)NCc1ccc(F)c(F)c1 (configuration not stated)	-10	2	0	0.5	2	26	6	-7	0.5	-4
CC(=O)OC(C)(C)C#CCN1CCCC1	2	-1	5	-6.2	10	-17	-14	-5	/	-2
O=C(N/N=C/c1ccc2c(c1)OCO2)C1COc2ccccc2O1 (configuration not stated)	10	2	4	-6.7	12	5	27	-2	-0.7	/
COC1CC(C)NC(=S)N1 (configuration not stated)	1	4	4	-0.6	5	-8	8	-2	0.9	-10
O=C(c1cnccn1)N1CCN(c2ccccc2)CC1	-1	-9	-2	i	-2	-2	26	1	3.6	-14
CCOc1ccc(N(CC(=O)OC)S(=O)(=O)c2c(C)noc2C)cc1	-2	2	-1	-0.2	2	-7	25	3	2.3	-24
CCn1ccnc1CN1CCC(CO)(CCOc2ccccc2)CC1	-9	2	6	-0.2	4	14	13	-2	2.6	-5
CCCn1c(N)c(C(=O)CSc2nnc(Cc3ccccc3)o2)c(=O)n(C)c1=O	8	3	2	2.2	6	-11	-9	-3	/	-7
N#CC1C(C#N)C2CCC1C1C2N1c1ccccc1 (configuration not stated)	0	/	-8	i	7	10	/	/	0.7	4
CC(C)CC(=O)Nc1nc2ccc(S(C)(=O)=O)cc2s1	-2	0	-1	-0.3	-5	16	9	-8	1.0	1
CCN(C(=O)c1ccc(S(=O)(=O)N2CCOCC2)cc1)C1CCS(=O)(=O)C1 (configuration not stated)	4	/	6	-0.1	2	0	/	/	1.7	-20
N#CCc1ccc(OC(=O)c2cccnc2)cc1	-1	-1	-3	0.9	-4	-10	18	4	-1.2	-3

Two compounds picked at random from the list so far, as already listed:
SMILES	PrPC surface inh	3CLpro inhibitor	Y pestis TopoI	BH1578 lux ind	MazF activator	CCHF vOTU inh	VHR inh abs	Rv3671c inh	TcdB inh	SSB-PriA inh
CC(=O)OC(C)(C)C#CCN1CCCC1	2	-1	5	-6.2	10	-17	-14	-5	/	-2
O=C(CCC1CCCN(c2ncccn2)C1)NCc1ccc(F)c(F)c1 (configuration not stated)	-10	2	0	0.5	2	26	6	-7	0.5	-4

Remaining list, next part.
SMILES	PrPC surface inh	3CLpro inhibitor	Y pestis TopoI	BH1578 lux ind	MazF activator	CCHF vOTU inh	VHR inh abs	Rv3671c inh	TcdB inh	SSB-PriA inh
Cc1cccc(Oc2nc3ccccn3c(=O)c2/C=C(\C#N)C(=O)NC2CCS(=O)(=O)C2)c1C (configuration not stated)	2	2	5	-0.3	-7	-39	17	2	-0.6	-8
COc1ccc(NC(=O)C(=O)NCC2CCCN2S(=O)(=O)c2ccc(C)cc2)cc1 (configuration not stated)	14	/	29	14	/	-5	/	-5	2.4	7
COc1ccc(C(N)c2csc(Nc3ccc(S(C)(=O)=O)cc3)n2)cc1 (configuration not stated)	-9	/	-11	i	/	-1	/	/	1.8	/
O=C(c1ccco1)N1CCN(Cc2cccc(C(F)(F)F)c2)CC1	6	-2	7	-0.3	6	-9	1	4	-0.8	-11
COc1ccc(OC)c(NC(=O)CSc2ccc(-c3cccnc3)nn2)c1	-1	2	7	i	0	7	2	-2	1.4	-7
Cc1ccc(C(=O)OCC(=O)c2c[nH]c3ccccc23)cc1	2	-5	-4	i	6	4	-1	3	0.7	3
O=C(Nc1ccc(S(=O)(=O)N2CCCCC2)cc1)C1CCN(C(=O)c2ccc(F)cc2)CC1	12	/	11	-0.3	7	4	/	-22	2.4	-9
COC(=O)C1=C(C)NC(=O)NC1c1ccc(N2CCC(c3ccccc3)=N2)cc1 (configuration not stated)	-6	4	21	-0.3	5	-34	4	-1	1.1	0
CCc1ncc(CO)n1Cc1cccc2ccccc12	-7	/	1	i	-2	0	/	/	1.9	/
CC(C)Oc1cc(F)ccc1-c1cc(C(=O)NCc2cccs2)[nH]n1	2	/	7	-0.4	/	10	/	/	0.6	/
CCOc1ccc(C(=O)NCC(=O)OCc2cc(C(C)=O)ccc2OC)cc1	-3	2	5	1.1	2	-6	13	-6	0.5	-9
CCC(=O)c1ccc(N2CCN(S(=O)(=O)c3ccccc3)CC2)c(F)c1	-3	-1	-1	i	9	-4	25	-7	2.1	-2

Some of these compounds in order of length of the SMILES, ascending.
SMILES	PrPC surface inh	3CLpro inhibitor	Y pestis TopoI	BH1578 lux ind	MazF activator	CCHF vOTU inh	VHR inh abs	Rv3671c inh	TcdB inh	SSB-PriA inh
N#CCc1ccc(OC(=O)c2cccnc2)cc1	-1	-1	-3	0.9	-4	-10	18	4	-1.2	-3
N#CC1C(C#N)C2CCC1C1C2N1c1ccccc1 (configuration not stated)	0	/	-8	i	7	10	/	/	0.7	4
CC(C)CC(=O)Nc1nc2ccc(S(C)(=O)=O)cc2s1	-2	0	-1	-0.3	-5	16	9	-8	1.0	1
Cc1ccc(C(=O)OCC(=O)c2c[nH]c3ccccc23)cc1	2	-5	-4	i	6	4	-1	3	0.7	3
COc1ccc(OC)c(NC(=O)CSc2ccc(-c3cccnc3)nn2)c1	-1	2	7	i	0	7	2	-2	1.4	-7
CC(C)Oc1cc(F)ccc1-c1cc(C(=O)NCc2cccs2)[nH]n1	2	/	7	-0.4	/	10	/	/	0.6	/
CCOc1ccc(C(=O)NCC(=O)OCc2cc(C(C)=O)ccc2OC)cc1	-3	2	5	1.1	2	-6	13	-6	0.5	-9
COc1ccc(C(N)c2csc(Nc3ccc(S(C)(=O)=O)cc3)n2)cc1 (configuration not stated)	-9	/	-11	i	/	-1	/	/	1.8	/
CCC(=O)c1ccc(N2CCN(S(=O)(=O)c3ccccc3)CC2)c(F)c1	-3	-1	-1	i	9	-4	25	-7	2.1	-2
COC(=O)C1=C(C)NC(=O)NC1c1ccc(N2CCC(c3ccccc3)=N2)cc1 (configuration not stated)	-6	4	21	-0.3	5	-34	4	-1	1.1	0
CCN(C(=O)c1ccc(S(=O)(=O)N2CCOCC2)cc1)C1CCS(=O)(=O)C1 (configuration not stated)	4	/	6	-0.1	2	0	/	/	1.7	-20
O=C(Nc1ccc(S(=O)(=O)N2CCCCC2)cc1)C1CCN(C(=O)c2ccc(F)cc2)CC1	12	/	11	-0.3	7	4	/	-22	2.4	-9
Cc1cccc(Oc2nc3ccccn3c(=O)c2/C=C(\C#N)C(=O)NC2CCS(=O)(=O)C2)c1C (configuration not stated)	2	2	5	-0.3	-7	-39	17	2	-0.6	-8

Next part:
SMILES	PrPC surface inh	3CLpro inhibitor	Y pestis TopoI	BH1578 lux ind	MazF activator	CCHF vOTU inh	VHR inh abs	Rv3671c inh	TcdB inh	SSB-PriA inh
CC1(C(=O)Nc2ccc3nc[nH]c3c2)CCN1C(=O)C/C=C/c1ccccc1 (configuration not stated)	-6	/	4	0.0	/	-6	/	/	1.6	/
CC(C)NC(=O)NC(=O)COC(=O)c1ccc([N+](=O)[O-])cc1Cl	-2	-1	1	i	-2	16	17	3	0.0	-1
COc1ccc(C(=O)Nc2nc(C)c(C)s2)cc1OC	4	-2	-8	2.2	-1	5	23	-11	/	1
Cc1cc(-n2c(C)cc(C(=O)CSc3nc4ccccc4c(=O)n3Cc3ccco3)c2C)no1	1	-2	-3	-2.9	-12	-7	-9	0	/	-12
CCOc1ccccc1NC(=O)CCC(=O)Nc1ccc2nc(N3CCN(C)CC3)cc(C)c2c1	-7	-3	-6	1.4	11	-12	11	-7	/	0
O=C(c1cc(-c2ccccc2)on1)N1CCCCCC1	-2	6	11	-0.3	5	11	22	2	0.8	-10
Cc1ccc(-c2nc(CS(=O)CC(=O)NCCN3CCCCCC3)c(C)o2)cc1 (configuration not stated)	-11	3	5	i	9	-15	-2	7	0.6	13
CSc1ccc(CNC(=O)C2(C)CCCN(C(C)C)C2)cc1 (configuration not stated)	-9	/	2	-0.4	/	-3	/	/	-1.0	/
COc1ccc(C2NC(=O)C(C)S2)cc1 (configuration not stated)	1	5	-1	i	6	-6	29	0	0.8	6
C#CCSc1ncc(-c2ccccc2)cn1	8	-3	-1	-0.1	-1	6	2	2	-9.7	-2
O=C(c1ccc2ccccc2c1)C1CCCN(C(=O)c2noc3c2CCCC3)C1 (configuration not stated)	0	3	18	i	1	13	27	-6	1.3	-9
C[C@@H]1CN([C@H](C)CO)C(=O)Cc2cc(NC(=O)Nc3ccccc3)ccc2O[C@@H]1CN(C)C(=O)Nc1ccc2c(c1)OCO2	3	/	1	0.4	-2	3	/	4	1.0	7
CCCCCCCc1c(C#N)c(N)[nH]c(=S)c1C#N	-2	-4	/	/	-6	10	-3	4	0.4	16
C=CCNC(=O)c1cccc2c1C(=O)c1ccc(N3CCCC3)cc1S2(=O)=O	-42	/	-6	1.3	-200	10	/	-17	2.0	-17
CC1(C)CC(=O)C(c2c[nH]c3ccccc23)C(=O)C1	-2	0	5	i	5	5	7	-2	0.8	9
CNc1ccccc1C(C)(C)c1ccn[nH]1	3	0	2	-2.1	-15	6	7	-4	0.9	-6
CCc1nc2ccc(C(=O)NCCCn3ccnc3)cn2c1N(C)Cc1nccs1	-8	/	-13	i	/	9	/	/	0.7	/
COc1ccc(CN2C3CCCC2CC(NC(=O)/C=C/c2ccccc2)C3)cc1 (configuration not stated)	-9	-4	-2	i	16	-9	-1	4	4.7	-1
O=C(OC1CCOC1=O)c1cc(-c2cccs2)nc2ccccc12 (configuration not stated)	9	0	0	0.3	-1	-90	-11	-7	0.8	-23
COCCCN(C(=O)CCOc1ccc(C)cc1)c1c(N)n(Cc2ccccc2)c(=O)[nH]c1=O	-1	/	10	-4.0	-3	-2	/	5	7.6	-9
O=C(CC1OC(=O)c2ccccc21)Nc1cc(Cl)ccc1N1CCOCC1 (configuration not stated)	6	/	-4	i	-5	2	/	-7	1.1	2
CCOc1ccc(N(CC)C(=O)CCNC(=O)Cn2ccc3ccccc3c2=O)cc1	3	-3	6	-0.4	0	14	0	4	/	-13
CCN(Cc1ccccc1)S(=O)(=O)c1ccc(F)cc1	-5	1	1	i	-5	-4	9	-2	0.7	-22
Cc1ccc(NC(=O)CCNS(=O)(=O)c2ccc(Br)cc2)cc1S(=O)(=O)N1CCOCC1	4	/	14	-12	0	-3	/	-4	0.0	-6
CCN(C(=O)COC(=O)c1cc([N+](=O)[O-])ccc1N1CCCCC1)C1CCS(=O)(=O)C1 (configuration not stated)	-30	2	4	-0.2	-2	3	6	-4	1.3	-10
